# High-throughput results (PubChem BioAssay)
# TDP1 block: inhibitors of human tyrosyl-DNA phosphodiesterase TDP1 | recombinant TDP1, AlphaScreen DNA substrate cleavage | Potency, µM (highest dose often 130 µM), without a hit: top-dose activity change, negative = inhibition, usual class: inhibitors | 350,000 tested, 0.28% active; note: nearly all actives have a fitted effect of over 40% in size
# Target sequence (Q9NUW8 whole entry, looked up): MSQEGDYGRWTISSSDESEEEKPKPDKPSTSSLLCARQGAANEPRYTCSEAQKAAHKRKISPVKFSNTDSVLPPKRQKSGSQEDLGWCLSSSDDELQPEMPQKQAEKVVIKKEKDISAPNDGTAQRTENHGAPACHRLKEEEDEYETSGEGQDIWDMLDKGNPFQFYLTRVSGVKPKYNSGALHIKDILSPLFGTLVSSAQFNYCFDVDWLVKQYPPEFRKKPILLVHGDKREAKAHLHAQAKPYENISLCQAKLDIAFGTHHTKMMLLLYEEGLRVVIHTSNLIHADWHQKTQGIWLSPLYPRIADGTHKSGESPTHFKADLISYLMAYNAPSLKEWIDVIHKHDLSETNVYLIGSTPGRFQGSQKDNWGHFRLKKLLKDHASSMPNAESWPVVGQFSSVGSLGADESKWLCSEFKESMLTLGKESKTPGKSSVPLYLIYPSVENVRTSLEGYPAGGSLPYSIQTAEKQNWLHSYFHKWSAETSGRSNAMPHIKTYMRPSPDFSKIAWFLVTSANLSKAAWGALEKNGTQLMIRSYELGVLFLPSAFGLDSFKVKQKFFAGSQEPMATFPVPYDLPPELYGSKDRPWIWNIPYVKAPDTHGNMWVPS
#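 Recombinant human Tdp1 (E. coli-expressed, 1 nM final) preincubated with compounds 15 min at room temperature, then 5'-biotin/3'-phosphotyrosine-FITC DNA substrate (15 nM final) added for 5 min. AlphaScreen beads (10 ug/ml final) added 10 min; cleavage lowers signal.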
# DT40 TDP1 no CPT: qHTS for Inhibitors of human tyrosyl-DNA phosphodiesterase 1 (TDP1): qHTS in cells in absence of CPT. DT40 Tdp1-/- hTDP1 cells, no CPT, ATP luminescence, 48 h. Potency, µM (top dose mostly 46.2 µM), for the others: top-dose activity change, negative = growth inhibition, actives largely listed as inhibitors. AID 686978, 2013. 420,000 tested, 15% active; note: nearly all actives have a fitted effect of over 55% in size
#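 No-CPT arm: Tdp1-/-;hTDP1 DT40 cells (400/well) plus compounds, incubated ≥48 hr at 37 °C. Readout CellTiter-Glo luminescence.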
# N370S GC: N370S glucocerebrosidase modulation, Gaucher chaperone candidate | P04062 | N370S GC spleen homogenate, 4MU-glucoside fluorescence | Potency, µM (series often up to 59.4 µM), without a hit: top-dose activity change, negative = inhibition, hits mostly inhibitors | 330,000 tested, 0.092% active | AID 2101;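 note: 0% = full enzyme activity and -100% = no enzyme basal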
# * = called active by the depositor; u = inconclusive; x = no result given; [ ] = dose if it differs, or a comment. Calls come from the whole dose curve; as a rule, active = well fitted curve in the direction sought with a large enough effect; inconclusive = small, poorly fitted or top-dose-only effect, or another doubt; inactive = no such curve, though single readings can be large; an effect the other way counts as inactive or inconclusive. Unless noted, % is set by controls: 0 for no effect and ±100 for the full control effect; potency is the fitted concentration of half-maximal effect. An excerpt; count on the stated rates, not on these rows.
Molecule | TDP1 block | DT40 TDP1 no CPT | N370S GC
COc1cc(C2=NOC(C(=O)Nc3ccc4c(c3)OCO4)C2)cc(OC)c1OC (configuration not stated) | x | -6% | -2%
Cc1ccc(Cc2nc3ccccc3nc2SCC(=O)N2CCCCC2)cc1 | 0% | 21µM* | x
COc1ccc(N2C(=O)CC2(/C=C/c2ccccc2OC)C(=O)NC2CCCC2)cc1 (configuration not stated) | -1% | u | 5%
S=C(NCCc1ccccc1)N1CCn2cccc2C1c1cccnc1 (configuration not stated) | 6% | u | -6%
Cc1ccc(C2CC(=O)c3cnc(N4CCc5ccccc5C4)nc3C2)cc1 (configuration not stated) | 3% | 18µM* | 15%
CCCCNC(=O)C(=O)N/N=C/c1cccc(Br)c1 | 1% | -24% | -12%
COc1ccc(S(=O)(=O)Oc2cc(C(=S)N3CCOCC3)ccc2OC)cc1 | 5% | -24% | -5%
CC1CN(c2cc3nccnc3cc2F)CC(C)O1 (configuration not stated) | 5% | -24% | 6%
CC1CCCCC1NC(=O)CSc1ccsc1[N+](=O)[O-] (configuration not stated) | -3% | -24% | 0%
CCc1ccc(-n2c(C)nc3cc(C(=O)NCCc4ccccc4)ccc32)cc1 | 10% | u | x

# Next compounds follow.
Molecule | TDP1 block | DT40 TDP1 no CPT | N370S GC
COc1ccc(CCNC(=O)C(C(=O)c2ccccc2)n2cc(Cl)ccc2=O)cc1OC (configuration not stated) | 3% | -21% | -16%
O=C(O)CSc1cnc2ccccc2n1 | 9% | -4% | -7%
COc1ccc(Cl)cc1NC(=O)C1CCCN(c2ncnc3onc(C)c23)C1 (configuration not stated) | 4% | 23µM* | x
CC(C)CN1CCNC(=O)C1CC(=O)NCCCN1CCCc2ccccc21 (configuration not stated) | 10% | -7% | -2%
COc1ccc(NS(=O)(=O)c2ccc3[nH]c4c(c3c2)CCCCC4)cc1 | 3% | 23µM* | x
COc1ccc(-c2nc(CS(=O)CC(=O)NCc3ccco3)c(C)o2)cc1 (configuration not stated) | 4% | u | 6%
COc1cc2c(-c3cccc(Cl)c3)nc3c(c(C)nn3-c3ccccc3)c2cc1OC | 3%[12.3 µM] | -3% | x
Cc1ccc(OCC(=O)N/N=C/c2ccccc2)c([N+](=O)[O-])c1 | 6% | -18% | 7%
COC(=O)c1cc(-c2ccc(Br)cc2)c2c(=O)n(C)c(=O)n(C)c2n1 | x | -56% | -17%
CCN(C(=O)c1cnc(N2CCOCC2)c2ccccc12)c1cc(C)ccc1C | 7% | u | x

# An excerpt of these results, with each value named.
CC1CN(c2cc3nccnc3cc2F)CC(C)O1 (configuration not stated)
  TDP1 block = 5% | DT40 TDP1 no CPT = -24% | N370S GC = 6%
CC1CCCCC1NC(=O)CSc1ccsc1[N+](=O)[O-] (configuration not stated)
  TDP1 block = -3% | DT40 TDP1 no CPT = -24% | N370S GC = 0%
CCc1ccc(-n2c(C)nc3cc(C(=O)NCCc4ccccc4)ccc32)cc1
  TDP1 block = 10% | DT40 TDP1 no CPT = u | N370S GC = x

# (list continues)
Molecule | TDP1 block | DT40 TDP1 no CPT | N370S GC
COc1ccc(C(=O)COC(=O)CCNS(=O)(=O)c2ccc(NC(C)=O)cc2)c(OC)c1 | 1% | 11% | -15%
COC(=O)c1[nH]c2ccc(C)cc2c1NC(=O)CN1CCCc2ccccc21 | -13% | u | u
Cc1nc2c3ccccc3nc(NNC(=O)CCC(=O)N3CCC(C)CC3)n2n1 | 2% | -23% | 0%
CS(=O)(=O)N(CC(=O)N1CCCC1)c1ccccc1Br | x | 1% | -2%
CC(C)N=Cc1c(O)[nH]c2ccccc12 | -2% | -13% | 3%
CC(=O)Nc1ccc(S(=O)(=O)Nc2ccccc2N2CCOCC2)cc1Cl | 2% | u | -6%
COC(=O)C1=C(CS(=O)(=O)c2cc(Cl)ccc2OC)NC(=O)NC1c1ccc(O)c(OC)c1 (configuration not stated) | 0% | 5% | -5%
O=S(=O)(c1ccc(Cl)cc1)c1nnn2c1nc(NCc1cccs1)c1sccc12 | 3% | 23µM* | x
CCC(C)NC(=O)C1(O)c2ccccc2NC(=O)N1c1ccc(C)c(C)c1 (configuration not stated) | x | u | -19%
Cc1cc(=O)[nH]c(SCC(=O)Nc2ccc(Br)cc2)c1C#N | 4% | u | -12%

# The results go on.
Molecule | TDP1 block | DT40 TDP1 no CPT | N370S GC
CC(C)CCN(C(=O)CNC(=O)c1cccs1)C(C(=O)NC1CCCCC1)c1cccnc1 (configuration not stated) | 2% | -16% | 2%
COc1ccc(OC)c(S(=O)(=O)N2CCC(C(=O)NCc3ccccc3OC)CC2)c1 | -4% | -23% | 16%
O=C(COC(=O)CNC(=O)C1CCCCC1)NC1CC1 | 0% | -15% | x
COc1cc(NC(=O)CN2CCC(Cc3ccccc3)CC2)c(C)cc1[N+](=O)[O-] | 11% | 8.2µM* | -10%
CCC(Cn1nnc2ccccc2c1=O)NC(=O)Nc1cccc(Cl)c1 (configuration not stated) | 5% | u | x
O=C(Cc1ccc(Br)cc1)c1ccc(O)cc1O | 7% | u | -10%
O=C1Nc2ccc([N+](=O)[O-])cc2OC1CCN1CCN(Cc2ccc3c(c2)OCO3)CC1 (configuration not stated) | -10% | u | -11%
O=C(NC1CCCCC1)C(c1ccc(O)cc1)N(CC1CCCO1)C(=O)C1COc2ccccc2O1 (configuration not stated) | 3% | u | -6%
CCOC(=O)c1ccc(NC(=O)Cn2nc3c4ccccc4n(Cc4cccc(F)c4)cc-3c2=O)cc1 | 3% | u | x
O=C(Nc1ccccc1)NC1(C(=O)N2CCC(O)CC2)CCCCC1 | 8% | -7% | -1%

# More entries
Molecule | TDP1 block | DT40 TDP1 no CPT | N370S GC
COc1ccccc1-n1c(=O)c2c3c(sc2n2c(=S)[nH]nc12)CCC3 | -14% | -20% | -1%
O=C(O)CC(NC(=O)c1cccc([N+](=O)[O-])c1)c1ccc2c(c1)OCO2 (configuration not stated) | 1% | -9% | -1%
CCN(CC)S(=O)(=O)c1ccc2oc(C(=O)NCc3ccc(C)cc3)c(C)c2c1 | 2% | u | -4%
Cc1c(C(=O)NCCN2C(=O)S/C(=C\c3cccnc3)C2=O)cccc1[N+](=O)[O-] | 8% | u | -2%
COc1cc(C(=O)CSc2nccn2C)cc(OC)c1OC | -4% | -16% | -8%
COc1ccc(CN(C)CC(=O)Nc2ccc(Cl)cc2F)c(OC)c1 | -5% | u | 0%
Cc1ccc(-c2nnc(SCC(=O)N(CC(C)C)c3c(N)n(Cc4ccccc4)c(=O)[nH]c3=O)n2N)cc1 | 1% | 2% | -1%
O=c1[nH]ncc(NCc2ccc(Cl)cc2)c1Cl | 0% | u | 2%
O=[N+]([O-])c1cc(S(=O)(=O)CCCN2CCOCC2)ccc1F | 2% | u | 0%
O=C(c1cnc(Cl)c(Cl)c1)N1CCN(S(=O)(=O)c2ccc(F)cc2)CC1 | x | -28% | -4%

# Further structures follow:
Molecule | TDP1 block | DT40 TDP1 no CPT | N370S GC
COc1ccc(C(=O)Nc2nc(C)cc(C)n2)cc1[N+](=O)[O-] | 0% | 6% | -6%
CN(CCOc1ccccc1)Cc1nc2cc(Cl)ccc2c(=O)[nH]1 | 5% | 0% | 4%
COc1ccc(NC(=S)NC(C)Cc2cccs2)cc1 (configuration not stated) | 5% | -32% | 2%
CC1Cc2cc(C3(O)C(=O)c4ccccc4C3=O)ccc2N1 (configuration not stated) | 3% | 1% | -2%[2.35 µM]
Cn1c(SCC(=O)N2CCOCC2)nnc1-c1ccc2ncccc2c1 | x | -29% | 2%
CCNNC(=O)C(O)(Cc1ccccc1)Cc1ccccc1 | x | -2% | -1%
COc1ccc(-n2nc3cc(C)c(NC(=O)C(C)C)cc3n2)cc1 | 5% | x | 5%[2.35 µM]
COC(=O)c1[nH]c2ccccc2c1NC(=O)CN1CCN(C/C=C/c2ccccc2)CC1 | 9% | u | -4%
CCN1CCCC1CNC(=O)c1ccc(N2CCCC2=O)cc1 (configuration not stated) | 0% | -1% | -20%
c1ccc(-c2nc(NCc3ccco3)c3oc4ccccc4c3n2)cc1 | 0% | -24% | 12%

# Structural class: those above with fluorine
Molecule | TDP1 block | DT40 TDP1 no CPT | N370S GC
CC1CN(c2cc3nccnc3cc2F)CC(C)O1 (configuration not stated) | 5% | -24% | 6%
CCOC(=O)c1ccc(NC(=O)Cn2nc3c4ccccc4n(Cc4cccc(F)c4)cc-3c2=O)cc1 | 3% | u | x
COc1ccc(CN(C)CC(=O)Nc2ccc(Cl)cc2F)c(OC)c1 | -5% | u | 0%
O=[N+]([O-])c1cc(S(=O)(=O)CCCN2CCOCC2)ccc1F | 2% | u | 0%
O=C(c1cnc(Cl)c(Cl)c1)N1CCN(S(=O)(=O)c2ccc(F)cc2)CC1 | x | -28% | -4%

# Next part:
Molecule | TDP1 block | DT40 TDP1 no CPT | N370S GC
CCOC(=O)c1cc(S(=O)(=O)Nc2c(C)cc(C)cc2C)[nH]n1 | 5% | -27% | x
O=C(Nc1ccc(F)c(F)c1)C1CCCN1S(=O)(=O)c1ccc(F)cc1 (configuration not stated) | 2% | u | -5%
CC(C)C(NC(=O)c1ccc(C(C)(C)C)cc1)C(=O)NC1=NCCS1 (configuration not stated) | 7% | -27% | u
Cc1ccc(NC(=O)c2c(C)nc3ccccn23)cc1C | 9% | -3% | 8%
CCN1/C(=C/c2ccc3cc(C)ccc3[n+]2CC)Sc2cc(C)ccc21 | 2% | 0.013µM* | -8%
O=C1NCCCC1C(=O)N1CCN(C(c2ccccc2)c2ccccc2)CC1 (configuration not stated) | -1% | 0% | -6%
Cc1c(-c2ccc(Cl)cc2)oc(=O)c2c(N)n(-c3ccccc3)nc12 | 50µM* | 7.3µM* | 12%
COc1ccc(C2Nc3cccc4cccc(c34)N2)cc1 | 8% | u | -5%
Cc1cc(Cl)ccc1C(=O)C1CCCN(C(=O)/C=C/c2cnn(C)c2)C1 (configuration not stated) | -2% | u | 2%
CCCn1c(CCC(=O)O)ccc1-c1ccc(F)cc1 | 3% | -6% | 8%

# Profiles, looked up by structure. Values in the order: TDP1 block	DT40 TDP1 no CPT	N370S GC
# CC(C)C(NC(=O)c1ccc(C(C)(C)C)cc1)C(=O)NC1=NCCS1 (configuration not stated) is listed with 7%	-27%	u
# O=C(Nc1ccc(F)c(F)c1)C1CCCN1S(=O)(=O)c1ccc(F)cc1 (configuration not stated) is listed with 2%	u	-5%
# Cc1cc(Cl)ccc1C(=O)C1CCCN(C(=O)/C=C/c2cnn(C)c2)C1 (configuration not stated) is listed with -2%	u	2%

# (continued)
Molecule | TDP1 block | DT40 TDP1 no CPT | N370S GC
O=C(NCCN1CCCCC1)Nc1ccc(Br)cc1 | x | -7% | -8%
CCC(C)NC(=O)[C@@H]1CSC2c3ccccc3C(=O)N21 (some centres not stated) | x | 7% | 5%
O=C(NC1CCCCCCC1)c1cccc(S(=O)(=O)N2CCOCC2)c1 | -10% | -17% | -3%
CCN1CCN(c2ncc3c(n2)CC(c2cc(OC)c(OC)c(OC)c2)CC3=O)CC1 (configuration not stated) | -4% | 3.3µM* | 11%
CCOC(=O)Cn1c(C)c(C#N)c2ccccc21 | x | -18% | 6%
COc1ccc(C2CC(=O)Oc3c(C(CCN4CCOCC4)c4cc(OC)c(OC)c(OC)c4)c(OC)cc(OC)c32)cc1 (configuration not stated) | 10% | -25% | u
COC(=O)c1ccccc1NC(=O)c1ccccc1OC | 0% | -25% | 1%[2.35 µM]
Cc1ccc(NC(=S)/N=C(\N)Nc2nc(C)c3cc(C)c(C)cc3n2)cc1C | 2% | u | 2%
COc1ccc(CNC(=O)CSc2nnc3c(n2)[nH]c2ccc(OC)cc23)cc1 | 0%[0.0935 µM] | 1% | -10%
CCCn1cnc2cc(NCc3ccc(Br)cc3)ccc21 | x | u | -1%

# Pulled by structure from above:
Molecule | TDP1 block | DT40 TDP1 no CPT | N370S GC
COC(=O)c1ccccc1NC(=O)c1ccccc1OC | 0% | -25% | 1%[2.35 µM]
CCN1CCN(c2ncc3c(n2)CC(c2cc(OC)c(OC)c(OC)c2)CC3=O)CC1 (configuration not stated) | -4% | 3.3µM* | 11%

# (listing goes on)
Molecule | TDP1 block | DT40 TDP1 no CPT | N370S GC
Cc1nc2ccc(Br)cn2c(=O)c1Cl | 5% | -24% | 1%
CCc1nn(CC(=O)NCCC2=CCCCC2)c(=O)c2cc3cc(F)ccc3n12 | -1% | 0% | -2%
CCOc1ccc(NC(=O)Cn2c(=O)oc3cc(S(=O)(=O)NC4CCCC4)ccc32)cc1 | 4% | 12µM* | x
O=C(O)COc1ccc(/C=N/Nc2nc(Nc3ccccc3)nc(N3CCCCC3)n2)cc1 | 3% | u | -9%
O=C1CCC(C(=O)N2CCN(c3ccccc3)CC2)CN1CC1CCCCC1 (configuration not stated) | 5% | u | -4%
COc1cc(CN2CCC(Cc3ccccc3)CC2)cc(OC)c1OC | x | u | -5%
CC(C)(C)c1cc(C(=O)NNC(=O)c2ccc(Cl)cc2)no1 | 3% | -2% | 7%
COc1ccc(-n2cc(CNCc3cccnc3)c(-c3cccc(F)c3)n2)cc1 | 4% | u | -22%
COc1ccc(OC)c(C2CC(=O)c3c([nH]c(C(=O)OCC4CCCCC4)c3C)C2)c1 (configuration not stated) | 7% | u | x
